Compound activity deposited in PubChem by NCI.
NCI-60 one-dose screen, 48 h, at 10 µM unless noted. Numbers give growth in % (100 = growth as untreated, 0 = no growth, -100 = all killed).
SNB-19: SNB-19 CNS cancer cells. AID 1794751. actives 2.5% (n = 81,000)
PC-3: PC-3 prostate cancer cells. actives 3.9% (n = 80,000)
SF-295: SF-295 CNS cancer cells; AID 1794758; actives 5.6% (n = 79,000)
HCC-2998: HCC-2998 colon cancer; actives 4.7% (n = 79,000)
SF-268: SF-268 CNS cancer cells | AID 1794759 | actives 3.1% (n = 82,000)
SNB-75: SNB-75 CNS cancer; actives 5% (n = 79,000)
SF-539: SF-539 CNS cancer. actives 6.8% (n = 81,000). AID 1794752
U251: U251 CNS tumor cells; actives 5.4% (n = 80,000); AID 1794753
Active calls of the source: *; nt = no result given; & = joins results of further samples; [ ] = another dose, or the depositor's remark. How the source made its calls: active means growth percent below 10; inactive means the rest.

The first 5 records (preview)
SMILES	SNB-19	PC-3	SF-295	HCC-2998	SF-268	SNB-75	SF-539	U251
CSC(=S)N/N=C/c1cn(-c2ccccc2)nc1-c1cc2ccccc2oc1=O	66	64	58	87	55	69	78	41
Cc1ccc(NCC(=O)N2CCN(c3ncnc4c3cnn4-c3ccccc3)CC2)cc1	92	62	109	98	72	91	90	93
COc1cc(NC(=O)Nc2cccc(-c3cc(=O)c4ccccc4o3)c2)cc(OC)c1OC	80	67	75	100	90	86	90	93
CC1(C)CC2C3=CCC4[C@@]5(C)CC[C@H](O)C(C)(C)C5CC[C@@]4(C)[C@]3(C)CC[C@@]2(C(=O)O)[C@H](O)C1 (stereo partly drawn)	97	89	102	105	100	85	96	94
Cc1cc(C)c(N=Nc2cc(C)c(N=Nc3c(S(=O)(=O)O)cc4cc(Nc5ccccc5)ccc4c3O)cc2C)c(S(=O)(=O)O)c1	108	95	103	96	98	90	107	107

This part in full, previewed entries included:
SMILES	SNB-19	PC-3	SF-295	HCC-2998	SF-268	SNB-75	SF-539	U251
CSC(=S)N/N=C/c1cn(-c2ccccc2)nc1-c1cc2ccccc2oc1=O	66	64	58	87	55	69	78	41
Cc1ccc(NCC(=O)N2CCN(c3ncnc4c3cnn4-c3ccccc3)CC2)cc1	92	62	109	98	72	91	90	93
COc1cc(NC(=O)Nc2cccc(-c3cc(=O)c4ccccc4o3)c2)cc(OC)c1OC	80	67	75	100	90	86	90	93
CC1(C)CC2C3=CCC4[C@@]5(C)CC[C@H](O)C(C)(C)C5CC[C@@]4(C)[C@]3(C)CC[C@@]2(C(=O)O)[C@H](O)C1 (stereo partly drawn)	97	89	102	105	100	85	96	94
Cc1cc(C)c(N=Nc2cc(C)c(N=Nc3c(S(=O)(=O)O)cc4cc(Nc5ccccc5)ccc4c3O)cc2C)c(S(=O)(=O)O)c1	108	95	103	96	98	90	107	107
Nc1nnc(-c2c[nH]c3ncc(Br)cc23)c(-c2c[nH]c3ccc(F)cc23)n1	51	59	35	46	49	34	35	45
CC1CC(OC(=O)CCl)CC(C)(C)C1 (stereo not drawn)	118	97	nt	103	104	82	100	101
COc1ccc(NC(=O)Nc2ccc(OCC(=O)c3ccccc3)cc2)cc1	83	78	101	114	99	94	78	91
CN1CCN(c2ccc(-c3ccc4ncc(C#N)c(Nc5ccc(F)c(Cl)c5)c4c3)cn2)CC1	75	59	72	69	48	64	60	57
Nc1c(Br)cc2c(c1Br)C(=O)c1ccccc1C2=O	nt	91	115	115	98	95	106	107
N#Cc1c(-c2ccc(F)cc2)nc(SCc2ccc(F)cc2)nc1N1CCNCC1	50	11	-80*	-91*	42	19	-99*	-95*
O=C(Cc1ccc(Cl)nc1)Nc1cc(NCCCO)c([N+](=O)[O-])cc1Cl	92	99	92	112	89	68	93	89
Cc1cc(C)nc(SC2=C(Nc3cccc(C(=O)O)c3)C(=O)N(Cc3ccccc3)C2=O)n1	110[30 µM]	nt	122[30 µM]	nt	112[30 µM]	100[30 µM]	98[30 µM]	97[30 µM]
COc1ccc(-c2nc3sc(-c4ccccc4)cn3n2)cc1	66	66	62	77	72	65	75	79
CN1C(=O)C2(Nc3cc(Cl)ccc3-c3ccnn32)c2cc(Cl)ccc21 (stereo not drawn)	98	80	94	116	77	89	103	90
CNC(=O)c1cc(Oc2ccc3nc(NC(=O)c4ccc5c(c4)OCCO5)sc3c2)ccn1	101	96	100	103	97	96	100	45
CNc1nc2c(s1)C(c1cccc(F)c1)CC(=O)N2 (stereo not drawn)	93	99	104	104	94	77	92	95
COc1ccc(C2=NN(C(N)=S)C(c3ccc(Cl)cc3)C2)cc1S(=O)(=O)Nc1cccnc1 (stereo not drawn)	97	96	99	104	101	88	105	96
C=CCN=C1NC(=O)/C(=C/c2cc(C(C)(C)C)c(O)c(C(C)(C)C)c2)S1	84	62	69	90	82	89	88	77
O=C(/C=C/c1cc2ccc1CCCCc1ccc(cc1)CCCC2)c1ccc(NC(=O)c2ccccc2CN2C(=O)c3ccccc3C2=O)cc1	87	93	96	117	90	85	94	89
COc1ccc(CN2CCCN(Cc3ccc(OC)cc3)C2c2cc3ccccc3c3ccccc23)cc1	94	65	nt	95	100	75	81	nt
Cc1cc(Cl)ccc1NC(=O)Oc1ccc(C#N)cc1	97	101	104	115	97	86	98	105
CCCCCCCCCCC(O)CCCCCCCCCC	98	109	98	110	106	82	114	103
O=C(O)c1ccccc1-c1nnc2c(Cc3ccccc3)nc3ccccc3n12	104	56	95	99	86	76	100	98
COc1cc(C2C(C(=O)Nc3ccccc3)=C(C)Nc3nc4ccccc4n32)cc(OC)c1OC (stereo not drawn)	98	87	97	114	102	104	100	101
CN(C)CCNc1cc2sc(NC(=O)c3ccccc3)nc2cn1	84	87	93	98	100	93	103	83
CC1=C[C@H]2c3c(c(O)c(O)c4oc(-c5ccccc5)cc(=O)c34)[C@H](c3cc(O)c(O)c4oc(-c5ccccc5)cc(=O)c34)[C@H]2C(C)(C)C1	12	5.4*	-18*	0.9*	5.3*	-8.0*	-11*	2.7*
COc1ccc(/C=N/Nc2cc(=O)[nH]c3ccccc23)cc1	97	94	104	83	102	87	98	94
COc1ccc(-c2nc(N)nc(C)c2-c2ccc(Cl)cc2)c(O)c1	97	79	109	94	100	91	98	97
O=C(NCCc1ccc(O)c(O)c1)c1sccc1Nc1ccnc(C(F)(F)F)c1	95	90	95	103	99	86	97	104
O=C(CCc1ccc(Cl)cc1)c1ccccc1	98	95	107	119	102	96	103	100
CC1(C)CC[C@]2(COCCC#N)CC[C@]3(C)C(=CC[C@@H]4[C@@]5(C)Cc6c([nH]c7ccccc67)C(C)(C)[C@@H]5CC[C@]43C)[C@@H]2C1	104	109	96	97	100	76	95	103
O=c1c2cc(-c3ccc(F)cc3F)ccc2n(Nc2ccccc2)c(=O)n1-c1cccc(C(F)(F)F)c1	11	1.3*	-2.5*	15	22	-8.2*	18	9.6*
C=CCc1cc(C(=C/C)/C(=C/C)c2ccc(OC(C)=O)c(CC=C)c2)ccc1OC(C)=O	88	67	102	110	76	82	93	74
Nc1c(C(=O)Nc2ccccc2)oc2ncccc12	106	89	94	114	94	81	99	100
CCOC(=O)C1(C)CCCC1N (stereo not drawn)	94	104	105	115	92	86	103	110
Cn1c(N)c(NC=O)c(=O)n(C)c1=O	98	92	94	113	98	98	99	99
N#CCN1CCOCC1	95	99	98	99	103	81	90	105
O=S(=O)(c1ccccc1)c1nc(-c2ccccc2)oc1SCc1ccc(F)cc1	102	64	86	105	90	109	109	92
Nc1nccc(Nc2ccccc2)n1	116	102	104	114	109	91	93	104
NC(=N/N=C(/c1ccccc1)c1ccc(N)cc1)/C(N)=N\N=C(/c1ccccc1)c1ccc(N)cc1	97	86	97	98	96	89	96	99
CCC(=O)c1ccc(OCc2ccccc2)cc1	nt	99	89	102	102	91	100	95
C#CC(C)(CC)NC(=O)c1cc(-c2cccc(OC)c2)on1 (stereo not drawn)	106	96	91	107	103	87	104	102
CCCCNC(=S)Nc1ccc(OCc2nc3ccc(C)cc3[nH]2)cc1	103	108	107	115	101	98	102	98
C=CCc1cc(C)ccc1O	114	103	119	97	109	95	92	101
CC(O)CN(CCO)CCN(CCO)CC(C)O (stereo not drawn)	105	106	94	109	107	99	95	106
CCOC(=O)N1CCC(C)CC1	102	103	97	108	104	112	99	106
COc1cc(/C=C/C(=O)CC(=O)/C=C/c2ccc(O)c(OC)c2)ccc1O	48	37	102	-75*	45	7.1*	15	19
CC(C)NC(=O)C1CCCCC1	106	97	103	116	95	79	107	93
C[Si](C)(CCl)O[Si](C)(C)CCl	91	83	107	101	110	102	105	103
Cc1cc(C(=O)c2cccc(Cl)c2)ccc1O	107	97	99	nt	97	98	122	113
CCN(CC)CCCC(C)Nc1cc(-c2ccc(C(F)(F)F)cc2)c(C#N)c2nc3ccccc3n12 (stereo not drawn)	35	22	-26*	17	15	-56*	-75*	3.1*
Cc1ccc(S(=O)(=O)N(C)c2ccccc2)cc1	99&96	95&96	113&113	101	99&100	92&78	91&99	90&99
c1ccc2nc3ccccc3nc2c1	nt	111	96	96	101	85	100	104
CCSC(=O)N=Nc1ccc(O)cc1	104	88	121	101	97	93	91	112
CN(C)c1ccc(C2C(C#N)=C(N)Oc3ccc4ccccc4c32)cc1 (stereo not drawn)	90	99	87	99	90	51	84	93
CCOC(=O)c1coc(C(=O)OCC)c1C(=O)OCC	112	122	102	108	105	92	nt	102
O=C1NC(=S)N/C1=C\c1ccco1	112	102	nt	85	104	83	109	97
COc1ccc(CCc2ccnc3ccccc23)cc1	84	86	80	79	82	80	76	82
COc1ccc2c(c1)CC[C@@H]1[C@@H]2CC[C@]2(C)[C@H](O)[C@H](O)C[C@@H]12	107	88	75	105	98	98	98	99

Compound profiles, from the list above. Values in the order: SNB-19	PC-3	SF-295	HCC-2998	SF-268	SNB-75	SF-539	U251
COc1ccc(CCc2ccnc3ccccc23)cc1 across the screens: 84	86	80	79	82	80	76	82
C[Si](C)(CCl)O[Si](C)(C)CCl across the screens: 91	83	107	101	110	102	105	103
O=C(Cc1ccc(Cl)nc1)Nc1cc(NCCCO)c([N+](=O)[O-])cc1Cl across the screens: 92	99	92	112	89	68	93	89
CN1CCN(c2ccc(-c3ccc4ncc(C#N)c(Nc5ccc(F)c(Cl)c5)c4c3)cn2)CC1 across the screens: 75	59	72	69	48	64	60	57

Following part:
SMILES	SNB-19	PC-3	SF-295	HCC-2998	SF-268	SNB-75	SF-539	U251
CC1=CCC(C(C)(C)O)CC1O (stereo not drawn)	95	91	107	98	106	92	129	107
O=c1c2ccccc2nc(CN2CCOCC2)n1/N=C/c1ccccc1	99	102	97	105	96	nt	105	97
Clc1ccc(Nc2ccc3nnc(-c4ccncc4)n3n2)cc1Cl	99	89	nt	110	95	81	94	92
COc1cc(CNC(=O)CCCC/C=C/C(C)C)ccc1OCc1nnc(Nc2ccc([N+](=O)[O-])cc2)o1	54	38	65	84	80	49	70	49
O=S(O)(O)=S	105	102	106	102	100	96	102	95
C=C(C)C(=O)N1c2ccc(OC)cc2CC1C(=O)OCC (stereo not drawn)	102	88	94	106	91	97	92	90
COc1ccc(/C=C2\CCc3ccccc3C2=O)cc1	nt	82	32	80	100	69	105	nt
CCCCCCCCCCN1C(=O)/C(=c2\sc3n(c2=O)C2C(NN=3)N(CC)C(=O)N2CC)c2ccccc21 (stereo not drawn)	96	90	101	102	97	80	98	100
CC12CCCC(C(C#N)C(N)=O)(C1)NC(=O)C2C#N (stereo not drawn)	105	114	102	104	106	98	117	103
CCOC(=O)C1=CSC2=NC3=C(CCCC/C3=C\c3ccc(Cl)cc3)C(c3ccc(Cl)cc3)N12 (stereo not drawn)	98	107	155	111	96	100	100	106
CCCN(CCC)CC(O)COc1ccccc1C(=O)Nc1ccccc1 (stereo not drawn)	95	70	nt	80	74	56	77	60
O=c1[nH]c(Nc2ccc(Cl)cc2)nc2[nH]ncc12	109	92	96	90	102	71	94	100
CCCCCCCCCCCCCCCCCC1=NCCN1CS(=O)(=O)O	80	39	75	101	-25*	61	61	64
Cc1cccc(-c2nnc(SCC(=O)Nc3ncc(Cc4ccccc4)s3)n2N2C(=O)CSC2=S)c1	54	57	78	71	78	-7.5*	37	35
CN(C)CC(=O)Nc1ccc2ncnc(Nc3ccc(Oc4cccc(C(F)(F)F)c4)c(Cl)c3)c2c1	70	62	90	24	61	87	91	36
N=c1sc(Cc2cccc(Cl)c2)cn1CC(=O)c1ccc(F)cc1	88	71	69	55	77	95	91	81
Oc1ccccc1N=Cc1c(O)ccc2ccccc12	nt	61	54	92	78	70	80	83
Cc1ccc(-c2cn(CC(=O)Nc3ccc4c(ccn4C)c3)nn2)cc1	99	96	103	121	96	94	100	99
COc1cc2c(c(OC)c1OC)C(=O)CC(c1ccccc1)O2 (stereo not drawn)	89	88	101	110	94	74	87	97
O=[N+]([O-])c1ccc(N2c3ccncc3Sc3ccncc32)cc1	107	88	103	110	129	99	99	93
O=C(C[n+]1cccc2cc(Cl)ccc21)c1ccc2c(c1)CCCC2	23	16	47	28	28	20	-11*	-29*
O=C1CCC(N2C(=O)c3ccccc3C2=O)C(=O)N1 (stereo not drawn)	109&98	103&84	112&98	98&77	113&107	107&122	106&104	101&100
O=S(=O)(O)c1ccc(Nc2ccccc2)cc1	105	106	98	110	113	100	105	92
N=C1c2ccccc2-c2ccccc21	103	102	nt	98	108	102	100	94
CCn1c(-c2ccc(-c3nc4ccc(C)cc4[nH]3)cc2)n[nH]c1=S	99	90	93	93	99	106	97	97
C1=CCC2OC2C1 (stereo not drawn)	101	94	nt	115	103	88	101	97
COc1ccc(C)c(NC(C)=O)c1	108	100	119	103	108	109	110	98
CC1=C(C(=O)c2cnccn2)C(c2ccc([N+](=O)[O-])cc2)NC(=O)N1 (stereo not drawn)	103	106	113	104	102	109	93	105
CCOC(=O)c1c(C(=O)OCC)c2cc(-c3ccn4c(C(=O)c5ccccc5)c(C(=O)OCC)c(C(=O)OCC)c4c3)ccn2c1C(=O)c1ccccc1	100	81	106	95	85	84	90	100
CCOc1ccc(Cn2c(-c3cncs3)nc3ccccc32)cc1OCC	102	86	102	nt	103	72	94	102
Nc1[nH]nc(Nc2cccc(Cl)c2Cl)c1C(=O)c1cccs1	94	71	67	111	96	65	91	72
CN1C/C=C\CCOc2cccc(c2)-c2ccnc(n2)Nc2cccc(c2)C1	0.7*	-42*	-86*	-40*	-51*	-99*	-92*	-53*

Compounds were not picked by outcome; overall some 10% were active at least once.
